Screening results deposited in PubChem by several laboratories.
PGE2 EP2 inh – human EP2 receptor antagonists, primary screen, TR-FRET cAMP, C6 glioma cells; Prostaglandin E2 receptor EP2 subtype (Homo sapiens), P43116; C6 glioma cells expressing human EP2; cells stimulated with saturating PGE2; inhibition, % at 25 µM; hit rate 0.52% among 260,000;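 active means percent inhibition above 40 after rounding to a whole number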;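 further: rat C6 glioma host cells with rolipram phosphodiesterase inhibitor present; the protocol text gives 20 µM as final concentration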
Target sequence (P43116 whole entry, looked up): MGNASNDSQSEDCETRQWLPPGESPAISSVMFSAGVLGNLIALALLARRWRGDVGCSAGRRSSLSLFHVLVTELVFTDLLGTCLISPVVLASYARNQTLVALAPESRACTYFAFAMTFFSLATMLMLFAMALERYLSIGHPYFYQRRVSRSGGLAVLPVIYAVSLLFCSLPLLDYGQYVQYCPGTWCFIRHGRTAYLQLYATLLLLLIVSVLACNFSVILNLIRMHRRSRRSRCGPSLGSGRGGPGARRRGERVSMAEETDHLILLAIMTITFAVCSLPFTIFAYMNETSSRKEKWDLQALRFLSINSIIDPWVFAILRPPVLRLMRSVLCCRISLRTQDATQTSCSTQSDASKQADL
TNF death inh – inhibitors of TNF-alpha triggered necroptosis, primary screen, cell-based, Jurkat FADD-/-, single concentration. Jurkat FADD-/- TNF necroptosis rescue, ATP luminescence, 24 h; 0 = TNF only, 100 = no-TNF cells. activation (protection from cell death), % at 10 µM. hit rate 0.068% among 220,000. AID 463075, 2010;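 active means activation, meaning protection from cell death, of at least 50% relative to plate controls; inactive means activation below 50%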;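 further: necroptosis triggered by 40 ng/mL TNF-alpha added together with compound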
RBBP9 inhibitor – human RBBP9 inhibitors, primary screen, biochemical, fluorescence polarization, FP-Rh probe, HTS | Serine hydrolase RBBP9 (Homo sapiens), O75884 | recombinant RBBP9 | inhibition, % at 7.94 µM | hit rate 0.2% among 220,000 | AID 1515, 2009;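 active means inhibition above the campaign mean of all tested compounds plus 3 SD, cut at about 14% in these data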;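 further: plate controls were DMSO wells with RBBP9 for no effect and wells lacking RBBP9 protein for full effect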
Target sequence (O75884 whole entry, looked up): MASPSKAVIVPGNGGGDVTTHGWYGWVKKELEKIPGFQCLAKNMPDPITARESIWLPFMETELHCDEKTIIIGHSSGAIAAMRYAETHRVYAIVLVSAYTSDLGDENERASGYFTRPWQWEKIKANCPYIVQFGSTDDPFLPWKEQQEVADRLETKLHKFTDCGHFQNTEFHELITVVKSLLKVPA
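Measured by – fluorescence polarization · Test system – RBBP9 protein · Input – 2.5 µM RBBP9 dispensing solution, before mixing · Measure – percent inhibition from mP, scaled between DMSO and no-protein wells · Benchmarks – DMSO-treated enzyme wells and wells lacking RBBP9 · Times – preincubation 30 min plus labeling 45 min at 25 °C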
zVAD death inh – inhibitors of zVAD-triggered necroptosis, primary screen, L929 cells; L929 zVAD necroptosis rescue, ATP luminescence, 24 h; with zVAD 60 µM; viability rescue, % at 10 µM; hit rate 0.38% among 220,000; AID 1377, 2008;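 active means activation, scaled between plate controls, above about 75%, limit read from the data; inactive means activation under that limit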;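 further: 0% = zVAD with DMSO and 100% = DMSO alone without zVAD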
PERK inh – block of dimerizer-induced PERK translation repression, primary screen, PERK inhibitor project, CHO PERK-DD cells, SEAP luminescence, HTS; AID 1416, 2008; Eukaryotic translation initiation factor 2-alpha kinase 3 (Homo sapiens), Q9NZJ5; inhibition, % at 5.6 µM; hit rate 0.17% among 220,000; CHO PERK-DD fusion, SEAP luminescence translation reporter;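 active means inhibition above the mean inhibition of all tested compounds plus 3 SD, set separately per screening campaign, cut at about 2.9% in these data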;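 further: PERK kinase domain activated by AP20187 dimerizer at 100 nM; 0% = DMSO with dimerizer and 100% = rapamycin at 8.4 µM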
Runt-SMMHC FRET – inhibitors of RUNX1 Runt–CBFb-SMMHC binding, primary screen, biochemical, FRET, Cerulean-Runt, Venus-CBFb-SMMHC, uHTS | Runt-related transcription factor 1 (Homo sapiens) + Core-binding factor subunit beta … | Cerulean-Runt/Venus-CBFb-SMMHC FRET ratio 530/480, 1 h | AID 1434, 2008 | inhibition, % at 20 µM | hit rate 0.74% among 220,000;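 active means mean inhibition across duplicate retests at 20 µM reaching about 50%, limit read from the data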;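 further: 0% = DMSO wells and 100% = wells with excess untagged CBFb-SMMHC; inhibitors lower the FRET ratio by blocking Runt binding to CBFb-SMMHC; some results filed as inactive read as strong as hits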
EP2 mod – EP2 receptor modulators, cAMP readout, primary screen, cell-based, HTRF cAMP, PGE2 stimulation | Prostaglandin E2 receptor EP2 subtype (Homo sapiens), P43116 | EP2-expressing cells, cAMP HTRF FRET, PGE2 co-stimulation | induction, % at 25 µM | hit rate 0.83% among 260,000;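 active means compounds whose cAMP rise, as percent of the full-agonist control response, exceeds 60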;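 further: rat C6 glioma line stably carrying human EP2 under a CMV promoter; the protocol text gives 20 µM as final concentration; 100% = response of wells given 1 µM PGE2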
Hck-Nef inh – inhibitors of Nef-activated human Hck kinase, primary screen, biochemical, Z-Lyte FRET, 384-well, Hck-YEEI; Recombinant Hck-YEEI plus Nef, Z-Lyte FRET kinase assay; inhibition, % at 20 µM; hit rate 0.68% among 220,000;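 active means Hck-Nef kinase inhibition above about 50%, limit read from the data; inactive means inhibition below that limit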;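 further: 0% = DMSO with Hck plus Nef and 100% = Hck alone without Nef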
Target sequence (P08631 whole entry, looked up): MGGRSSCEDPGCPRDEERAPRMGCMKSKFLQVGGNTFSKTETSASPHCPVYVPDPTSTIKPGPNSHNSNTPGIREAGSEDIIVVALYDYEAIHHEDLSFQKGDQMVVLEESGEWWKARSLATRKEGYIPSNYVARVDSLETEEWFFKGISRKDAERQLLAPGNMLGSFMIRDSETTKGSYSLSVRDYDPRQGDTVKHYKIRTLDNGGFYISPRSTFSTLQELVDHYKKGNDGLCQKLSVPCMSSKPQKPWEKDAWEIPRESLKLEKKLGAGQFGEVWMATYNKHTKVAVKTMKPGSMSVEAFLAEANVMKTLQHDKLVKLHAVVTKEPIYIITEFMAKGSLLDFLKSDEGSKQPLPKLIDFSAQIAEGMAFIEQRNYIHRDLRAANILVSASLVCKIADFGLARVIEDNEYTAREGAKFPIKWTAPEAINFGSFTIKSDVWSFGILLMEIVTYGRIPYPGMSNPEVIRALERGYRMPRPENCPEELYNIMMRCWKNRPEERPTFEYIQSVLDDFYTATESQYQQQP
Runt-CBFb FRET – inhibitors of RUNX1 Runt–CBFb binding, primary screen, biochemical, FRET, Cerulean-Runt, Venus-CBFb, uHTS | Runt-related transcription factor 1 (Homo sapiens) + Core-binding factor subunit beta … | Cerulean-Runt/Venus-CBFb FRET ratio 530/480, 1 h | inhibition, % at 20 µM | hit rate 0.46% among 220,000 | AID 1496, 2009;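 active means inhibition over about 50% at 20 µM in the single-dose screen, limit read from the data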;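 further: 0% = DMSO wells and 100% = excess unlabeled CBFb competitor control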
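Assay system: Cerulean-Runt domain fusion protein, energy donor; Signal: fluorescence energy transfer, 422 nm excitation, 530/480 nm emission; Timing: 1 h compound exposure, room temperature; Control set: unlabeled CBFb; Medium: Tris buffer pH 7.5 with salts and BSA; Compound: single test concentration of 20 µM, 1% DMSO final; Probe or stimulus: Venus-CBFb 100 nM.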
The depositor's hits bear a star; · = no result given.

SMILES | PGE2 EP2 inh | TNF death inh | RBBP9 inhibitor | zVAD death inh | PERK inh | Runt-SMMHC FRET | EP2 mod | Hck-Nef inh | Runt-CBFb FRET
COc1ccc(S(=O)(=O)N2CCCCCC2)cc1NC(=O)Cc1ccccc1 | 1 | 1.2 | -11 | 0.9 | -0.4 | 0 | -3 | 20 | 0
Clc1ccc(-c2nnc3ccccn23)cc1 | 11 | -1.8 | 1 | 0.2 | 1.2 | -2 | -2 | 2 | 2
CC(=O)N1CCc2cc(S(=O)(=O)NCCC(=O)N3CCN(Cc4ccccc4)CC3)ccc21 | 11 | -7.0 | -6 | -0.5 | -0.3 | 1 | -14 | -1 | 1
CCn1c(SCC(=O)N/N=C/c2ccccc2OCC(=O)O)nnc1-c1ccc(C)cc1 | 5 | 1.7 | -15 | 0.7 | 1.7 | 1 | 44 | 25 | 1
COc1ccc(OCCNC2CCCC2)cc1 | 4 | 0.4 | -9 | 0.5 | 1.2 | 2 | -12 | 2 | -1
CC(=O)c1cccc(CN2CCN(CCC(C)C)C(CCO)C2)c1 (stereo not drawn) | 10 | 4.5 | -6 | 0.1 | 0.1 | -3 | 23 | -6 | -3
O=C(CC(C(=O)O)c1ccccc1)Nc1cccc2ccccc12 (stereo not drawn) | 4 | 0.5 | -8 | 0.2 | -0.6 | 1 | 22 | 4 | -3
COc1ccc(CCNC(=O)c2c(-c3ccccc3)noc2C)cc1OC | · | 0.6 | -5 | 1.1 | -0.2 | -5 | -53 | 0 | 2
O=C(c1ccc2c(c1)OCO2)N1CCC2(CC1)Oc1ccc(F)cc1C(=O)C21CC(c2cccnc2)=NO1 (stereo not drawn) | 7 | 3.5 | · | 0.6 | · | -2 | 19 | 30 | -4
COCCn1c(SCC#N)nnc1-c1ccc([N+](=O)[O-])cc1 | 13 | 0.4 | -6 | 0.5 | 0.8 | -1 | 24 | -3 | 1
Nc1c(C(=O)c2ccccc2)sc2snc(SCC(=O)c3ccccc3)c12 | 16 | -1.9 | 6 | 1.2 | 0.6 | 44 | 8 | 0 | 35
Nc1nonc1C(=O)N/N=C/c1ccc(-c2ccc(Cl)c(C(=O)O)c2)o1 | 8 | 0.2 | 2 | 3.1 | 1.1 | 0 | 37 | -34 | 6
CCOc1ccc(-n2c(COc3ccc(C)cc3)nnc2SCC(N)=O)cc1 | 13 | -2.2 | -6 | -0.7 | -0.6 | -6 | 6 | 0 | -4
COc1ccc2c(c1)C(=O)[C@H](O)[C@@H](c1ccc(OC)c(Br)c1)O2 | 7 | -5.1 | -3 | 39 | 0.1 | -5 | 23 | -11 | -4
C#Cc1ccc([C@@H]2C=C(C(=O)NC3CC3)O[C@H](OCCCCO)C2)cc1 | 9 | 4.1 | · | -0.1 | · | 12 | 4 | 27 | 1
CCCC(=O)Nc1cc(Cl)ccc1C | 4 | 3.0 | 6 | 0.6 | -0.2 | -1 | -7 | 17 | -1
COc1cc([N+](=O)[O-])cc(/C=N/NC(=O)c2ccc(NC(=O)c3ccc(C)cc3)cc2)c1O | 0 | -13 | -6 | 0.7 | 1.3 | -5 | 4 | 29 | -1
Clc1ccccc1CSc1nnc(-c2ccccn2)n1Cc1ccco1 | 6 | -0.1 | -6 | 0.9 | -1.1 | 16 | 32 | 0 | 28
Fc1ccccc1CSc1ccc(-c2ccco2)nn1 | 15 | 2.3 | -5 | 0.0 | 0.1 | 29 | 11 | 22 | 45
Cc1cc(C)c(C#N)c(SCCS(=O)(=O)c2ccc(Cl)cc2)n1 | 5 | 2.5 | 0 | -0.4 | 1.0 | -7 | -86 | 6 | 2
CCCCCC(=O)NC(=S)Nc1ccccc1C(=O)OC | 9 | -0.6 | -3 | 1.0 | -0.2 | 0 | 33 | -21 | -1
OCCCNc1nccc(-c2cc(Nc3cccc(Cl)c3)ncn2)n1 | 23 | -18 | · | 103* | · | 3 | -17 | 17 | 1
COCCNC(=S)N1CCN(C(=O)C(=O)Nc2ccc(C(=O)OC)cc2)CC1 | 7 | 2.9 | -3 | 2.1 | 0.3 | 0 | -6 | 0 | -1
CCC(CC)=NNc1cccc([N+](=O)[O-])c1 | 6 | 0.7 | -4 | 0.2 | 0.8 | -2 | 3 | 4 | 2
CSCCC(NC(N)=O)C(=O)N(C)CC(=O)Nc1ccc(C)cc1 (stereo not drawn) | 7 | -4.1 | 3 | -0.4 | 1.0 | -2 | 17 | 0 | -2

The final 2 records of the section above open the next one:
SMILES | PGE2 EP2 inh | TNF death inh | RBBP9 inhibitor | zVAD death inh | PERK inh | Runt-SMMHC FRET | EP2 mod | Hck-Nef inh | Runt-CBFb FRET
CCC(CC)=NNc1cccc([N+](=O)[O-])c1 | 6 | 0.7 | -4 | 0.2 | 0.8 | -2 | 3 | 4 | 2
CSCCC(NC(N)=O)C(=O)N(C)CC(=O)Nc1ccc(C)cc1 (stereo not drawn) | 7 | -4.1 | 3 | -0.4 | 1.0 | -2 | 17 | 0 | -2
O=C(O)c1ccc(COCC(F)(F)F)cc1 | 9 | -0.7 | 5 | -0.1 | 1.0 | -2 | 16 | 2 | 0
CC(C)n1ncc2c(C(=O)O)cc(C3CC3)nc21 | 5 | 0.7 | -10 | 0.7 | 0.5 | 0 | 26 | 18 | 1
Cn1c2ccccc2c2cc(C(=O)NNC(=O)CCl)sc21 | 7 | -5.3 | -9 | 53 | 1.4 | -3 | -18 | 7 | -2
COc1ccc(NC(=O)C2CC(=O)N(C)C(=Nc3ccc4c(c3)OCO4)S2)cc1 (stereo not drawn) | 7 | -6.4 | -15 | 0.4 | 1.4 | · | -8 | 0 | ·
O=c1cc(-c2ccccc2)[nH]c2ccccc12 | 4 | -9.1 | -6 | -0.4 | -0.4 | 2 | 5 | 2 | -2
O=C(Nc1ccccc1)N1CCC(c2nc(-c3ccc(S(=O)(=O)N4CCOCC4)cc3)no2)CC1 | 5 | -7.9 | -7 | 0.6 | 0.3 | 1 | -30 | 7 | 0
CCOc1cc(C2c3c(-c4ccccc4)n[nH]c3C(=O)N2c2ccc(C(=O)O)cc2)ccc1O (stereo not drawn) | 5 | 0.3 | 0 | 0.5 | 0.9 | -4 | 26 | 7 | 1
O=C(CCn1c(=S)oc2ccccc21)NC1CCCCCCC1 | 2 | 4.3 | 1 | 0.4 | 1.1 | -1 | 26 | 18 | 1
CCC(C(=O)NCc1ccccc1OC)c1ccccc1 (stereo not drawn) | 5 | -0.4 | 0 | 1.6 | -0.5 | -3 | 3 | 18 | 1
C(=N\n1c2ccccc2c2ccccc21)/c1ccccc1 | 3 | 2.3 | 0 | 1.1 | 0.4 | -1 | 43 | 3 | 2
COc1cc2c(cc1NS(=O)(=O)N1CCCC1)oc1ccccc12 | 8 | 0.2 | -10 | -0.2 | 0.1 | 0 | -14 | -16 | -3
OC(CNCc1cccc(Cl)c1)c1ccccc1 (stereo not drawn) | 10 | 2.9 | 2 | -0.2 | 2.8 | -2 | -8 | -2 | 1
N#Cc1nc(-c2ccccc2F)oc1NCCc1ccccc1 | 7 | -1.2 | -9 | -0.1 | 0.8 | -8 | -36 | 1 | -4
COc1ccc(-n2cc(C(=O)c3cc4ccccc4oc3=O)c(C(C)=O)n2)cc1 | 17 | -6.1 | 2 | 0.2 | 1.0 | -4 | 5 | 10 | -2
CN(CC(=O)Nc1cccc2ccccc12)C(=O)/C=C/c1cccs1 | 5 | 4.8 | -3 | 0.5 | 0.3 | -1 | 3 | 1 | -1
CN(CC(=O)Nc1ccc(F)cc1)CC(=O)Nc1ccc(Cl)c(S(=O)(=O)N2CCOCC2)c1 | 8 | -1.8 | -6 | -0.2 | -0.8 | -2 | -36 | 17 | 0
O=C(NC(=S)Nc1ccccc1N1CCCC1)c1ccc(F)cc1 | 13 | -3.1 | 4 | -0.5 | -0.8 | -3 | -23 | 1 | 8
CC(c1ccccc1)C1C(C#N)=C(N)OC2=C1C(=O)CC(C)(C)C2 (stereo not drawn) | 5 | -5.9 | 1 | -0.3 | -0.3 | -1 | 17 | 3 | -3
Cc1ccccc1Cc1c(C)nc2ncnn2c1C | 8 | -0.2 | -6 | -0.6 | -0.5 | 0 | -11 | -1 | 3
COC(=O)CSc1nc(-c2ccccc2)cc(-c2ccco2)c1C#N | 14 | 0.4 | -8 | 0.4 | -0.6 | -8 | 32 | 0 | -1
O=C(O)/C=C/C(=O)Nc1ccc(-n2ccc(C(F)(F)F)n2)cc1 | 6 | 1.9 | -6 | 1.2 | 1.5 | 0 | 5 | 5 | 0
Cc1ccc(C2CC(C(F)F)n3ncc(C(=O)Nc4c(C)nn(Cc5c(F)cccc5Cl)c4C)c3N2)cc1 (stereo not drawn) | 6 | -5.7 | 2 | -0.2 | -1.4 | 4 | -19 | -8 | -6
COC(=O)c1cc(S(=O)(=O)Nc2cc(S(=O)(=O)N(C)C)ccc2C)oc1C | 12 | 3.3 | 2 | 0.7 | 1.3 | -2 | 31 | 7 | 0
COc1ccccc1N(C)S(=O)(=O)c1ccc(C(=O)NC(C)c2ccccc2)cc1 (stereo not drawn) | 9 | 3.4 | -10 | 0.7 | 0.3 | -1 | -13 | 17 | 1
CC1CCC2(CC1)NC(=O)N(CC(=O)Nc1cccc(S(=O)(=O)N3CCOCC3)c1)C2=O (stereo not drawn) | 10 | 1.9 | -11 | 0.2 | 0.4 | 0 | -6 | 19 | 0
Cc1ccc(C(=O)N2CCN(S(=O)(=O)N3CCOCC3)CC2)cc1 | 6 | -0.4 | 1 | -0.8 | 2.6 | -3 | 9 | -10 | 0
Cn1c(CNC(=O)c2ccc(Cl)c(Cl)c2)nnc1SCC(=O)Nc1sc2c(c1C#N)CCCC2 | 4 | 1.0 | 4 | -0.2 | 1.3 | 1 | 11 | -2 | -8
N#CCc1nc2ccc(S(=O)(=O)N3CCOCC3)cc2s1 | 6 | -3.0 | -5 | 0.7 | 0.1 | 25 | -60 | 13 | -1
COc1ccc2cc(-c3[nH]ncc3CN3CCCN(c4ccccc4)CC3)ccc2c1 | 0 | 5.3 | -2 | 1.4 | 2.1 | -1 | -4 | -5 | 5
Cc1ccc(NC(=O)N2CCCc3ccccc32)cc1 | 2 | 1.3 | 8 | -0.1 | 1.4 | 2 | 33 | 19 | 1

A portion of the library; the hit share may differ from the screen's.
